# High-throughput results as filed in PubChem.
# OX1R antag-1 – blocks the human orexin 1 receptor. O43613. CHO/OX1R cells, Fluo-8 calcium fluorescence, orexin A. inhibition, % at 5 µM. 330,000 compounds, 0.43% hits. AID 434989;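 active means inhibition above its plate's threshold, mean inhibition of all tested compounds on the plate plus 3 SD, cut at about 37% in these data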;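 further: 0% = orexin A challenge wells and 100% = SB-334867-A antagonist wells; not every result past the cut was called active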
# Target sequence (O43613 whole entry, looked up): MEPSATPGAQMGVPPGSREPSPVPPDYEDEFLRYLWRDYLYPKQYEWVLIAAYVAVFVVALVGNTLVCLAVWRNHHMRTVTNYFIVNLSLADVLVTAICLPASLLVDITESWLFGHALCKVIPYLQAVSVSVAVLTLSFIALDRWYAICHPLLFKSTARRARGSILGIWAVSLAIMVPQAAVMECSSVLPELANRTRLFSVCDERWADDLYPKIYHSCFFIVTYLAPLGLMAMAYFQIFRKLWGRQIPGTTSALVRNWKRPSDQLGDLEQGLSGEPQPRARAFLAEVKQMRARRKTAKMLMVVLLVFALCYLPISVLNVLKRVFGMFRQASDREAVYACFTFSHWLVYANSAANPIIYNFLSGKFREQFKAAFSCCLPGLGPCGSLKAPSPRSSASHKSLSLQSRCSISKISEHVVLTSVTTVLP
# OX1R antag-2 – OX1R (human) antagonism; O43613; OX1R-expressing cells, FRET antagonist read-out; inhibition, % at 6.6 µM; 330,000 compounds, 1.8% hits; AID 485270; in the data active means inhibition mostly above about 38%, no sharp cut-off; inactive means mostly below about 40%;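 further: 0% = agonist challenge alone and 100% = reference antagonist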
# * = called active by the depositor.
SMILES,OX1R antag-1,OX1R antag-2
Cc1ccc(Cl)cc1Nc1nc(-c2sc(NC(=O)C(C)(C)C)nc2C)cs1,-18,12
COCCNC(=O)c1ccc(C)cc1C,-13,12
CCc1c(C)sc(NC(=O)c2ccco2)c1C(=O)N1CCOCC1,-14,9
O=C(O)CCC(=O)N1CCc2cc(S(=O)(=O)NCCc3ccc(Cl)cc3)ccc21,-19,10
CCCCOc1ccc(C(=O)Nc2ccc(N3CCN(C(C)=O)CC3)cc2)cc1,-10,8
CCOc1ccc(/C=N/NC(=O)c2ccccc2C)cc1CN1CC2CC(C1)c1cccc(=O)n1C2 (stereo unspecified),-20,29
Cc1sc(NC(=O)c2cccs2)c(C(=O)OC(C)C)c1C,-14,22
Cc1ccccc1N1CC(C(=O)N2CC(C)OC(C)C2)CC1=O (stereo unspecified),5,17
COc1ccc(C(=O)CSc2nc(C)cc(=O)[nH]2)cc1C,-11,-2
CC(O)CNCCOc1ccccc1-c1ccccc1 (stereo unspecified),-6,21
CCCOc1ccc(Br)cc1/C=N/NC(=O)c1cc(OC)c(OC)c(OC)c1,-12,-1
O=C(NCCc1cccc(F)c1)[C@@H]1CSC2c3ccccc3C(=O)N21 (stereo partly specified),-12,20
O=C(NCc1ccco1)c1ccc2c(c1)OCCO2,3,7
Cc1ccccc1OCc1nc2c3c(ncn2n1)-c1ccccc1CC31CCCC1,-12,2
O=C(CCC(=O)NC1CCCCCCC1)Nc1nnc(C(F)(F)F)s1,-19,13
CC[C@]12c3[nH]c4ccc(Cl)cc4c3CCN1C(=O)[C@@H](CC(=O)NCCC1=CCCCC1)C[C@@H]2C(=O)N1CCN(C(=O)c2ccco2)CC1,-12,5
Cc1ccc(SCCC(=O)Nc2cc(C)on2)cc1,-16,20
Cc1cccc(C)c1OCc1cc(C(=O)N2CCCC2c2nonc2C)no1 (stereo unspecified),-23,33
Cc1ccc(S(=O)(=O)N2CCOCC2)cc1C(=O)NCc1ccc2c(c1)OCO2,-37,23
Cc1ccc(-c2nc3ncccn3c2NC2CCCC2)o1,-8,19
N=c1n(CCN2CCOCC2)c2ccccc2n1CC(=O)c1ccc(Cl)c(Cl)c1,-36,8
COc1ccc(OC)c(C(=O)c2c(C)oc3cc([N+](=O)[O-])c(O)c([N+](=O)[O-])c23)c1,-11,55
Cc1nc(N2CCN(C)CC2)c2cc(-c3ccccc3)sc2n1,-20,27
CCN1CCN(C(=O)/C=C/c2ccc(C(C)C)cc2)CC1,-24,2
CCCCn1c(N)c(N(CC(C)C)C(=O)CSCC(=O)Nc2ccc(OC)cc2)c(=O)[nH]c1=O,5,12
Cc1cc(C)n(CC(O)CN(c2cccc([N+](=O)[O-])c2)S(=O)(=O)c2ccccc2)n1 (stereo unspecified),1,27
CC(C)(Oc1ccc(Cl)cc1)C(=O)NCC(c1ccco1)N1CCCCC1 (stereo unspecified),-4,16
CCn1c(CSc2nccn2C)nc2cc(C(=O)O)ccc21,0,16
Cc1noc(C)c1NC(=O)Nc1ccc2c(c1)C(=O)N([C@@H](C)CO)C[C@@H](C)[C@@H](CN(C)Cc1ccc3c(c1)OCO3)O2,2,3
CCc1ccc(NC(=O)CN2CCC(C(=O)c3ccc(OC)cc3)CC2)cc1,-30,6
CCn1c(CNC(=O)c2ccc(OC)cc2)nnc1SCC(=O)c1ccccc1,2,11
Cc1ccc(S(=O)(=O)CCC#N)cc1,-6,-1
CC(=O)NC12CC3CC(C1)CC(C(=O)N1CCN(S(=O)(=O)c4ccc(C(C)C)cc4)CC1)(C3)C2,-33,17
Cc1cccc(NC(=O)CNC(=O)c2cn(Cc3ccccc3)nc2-c2cccnc2)c1C,-31,12
COc1ccccc1NS(=O)(=O)c1cc(C(=O)NCCN2CCOCC2)ccc1Cl,-14,10
CCOC(=O)Cc1csc(SC(C)C(=O)NC2CCCCC2C)n1 (stereo unspecified),-21,1
COC(=O)CN(c1ccc(C(C)C)cc1)S(=O)(=O)c1c(C)[nH]c(=O)[nH]c1=O,-9,8
COc1ccc(Cc2nnc(SCC(=O)NC3CCCC3)o2)cc1,-19,19
Cc1ccc(S(=O)(=O)NNC(=O)c2cc(C)cs2)cc1,-10,5
CC1(C)C(C=C(Cl)Cl)C1C(=O)N1CCN(c2ccccc2)CC1 (stereo unspecified),3,-1
Cc1ccc(C)n1Cc1ccc(C(=O)O)cc1,12,13
COc1c(N)c2ccccc2[nH]c1=O,3,14
COc1cccc(C(=O)c2cc3cc(Cl)ccc3[nH]2)c1,-26,17
Cc1ccc(N(C(=O)c2ccccc2Cl)C2=NC(C)CS2)c(C)c1 (stereo unspecified),-25,23
CC(C)Nc1ccc(C(CC(N)=O)NC(=O)Cc2cccc3ccccc23)cc1[N+](=O)[O-] (stereo unspecified),-15,18
COc1ccc(C(C)=O)cc1CN1C(=O)NC2(CCCCC2)C1=O,-23,11
O=C(Nc1scc(-c2ccccc2)c1C(=O)O)c1ccc(F)cc1,-3,25
CCOC(=O)C1(Cc2ccccc2)CCN(Cc2nccn2CC)CC1,-17,10
O=C(CN1CCCCCC1)N/N=C/c1ccc(Cl)c(Cl)c1,-16,2
CC(c1ccco1)N(C(=O)c1ccc(S(=O)(=O)N2CCCCC2)cc1)c1ccccn1 (stereo unspecified),-16,21
CCc1nnc(SCC(=O)Nc2ccccc2Cl)nc1CC,-22,11
c1cc2c(cc1C1=Nn3c(nnc3C3CCCCC3)SC1)OCO2,0,13
CCOC(=O)C1=C(N)OC2=C(C(=O)CCC2)C1c1ccc(C)s1 (stereo unspecified),-28,5
O=C(O)c1cc(S(=O)(=O)N2CCCCC2)ccc1N1CCCCC1,0,-2
Cc1sc2ncnc(Sc3nnc4sc5ccccc5n34)c2c1C,-20,-4
COc1cc2ccccc2cc1C(=O)Nc1ccc(S(=O)(=O)Nc2cc(C)on2)cc1,-6,25
O=C(NC1=NCCS1)c1cccc(OC(F)F)c1,5,6
Cc1cc(C)n2nc(C(F)(F)F)c(-c3ccccc3)c2n1,-25,10
Cc1ccccc1NC(=O)COC(=O)c1ccccc1SCC(=O)N1CCCC1,-26,8
CC(C)CC(=O)Nc1nc2ccc(S(C)(=O)=O)cc2s1,-13,2
# Following part
SMILES,OX1R antag-1,OX1R antag-2
Cc1cc2nc(Sc3c([N+](=O)[O-])nc(C)n3Cc3ccccc3)[nH]c2cc1C,-25,31
CCCN1CCN(CCCNC(=O)CCCn2nc(C)c3sc4ccccc4c3c2=O)CC1,-29,1
Cc1ccc(NC(=O)C(C)SCc2ccccc2)cc1 (stereo unspecified),-33,-3
O=C(CCNS(=O)(=O)c1ccccc1)N1CCCCCC1,-6,3
CCOc1ccc(NC(=O)CC(c2ccccc2)c2ccc(F)cc2)cc1 (stereo unspecified),0,2
COC(=O)CCC(=O)NNC(=O)c1cccc(Cl)c1,-3,13
CN1CCN(c2ccccc2NC(=O)c2cccc(OCc3ccccc3)c2)CC1,-14,9
CC(C)C(NC(=O)c1ccc(C(C)(C)C)cc1)C(=O)NCCc1ccccn1 (stereo unspecified),-35,6
CN1C(=O)CCC(CCC(=O)O)(c2ccccc2O)C1=O (stereo unspecified),-6,-5
O=C(C1Cc2ccccc2CN1S(=O)(=O)c1ccc(F)cc1)N1CCCCC1 (stereo unspecified),-21,5
CSc1ncccc1C(=O)OCC(=O)c1ccc(S(=O)(=O)N2CCCCC2)cc1,-10,20
Cc1cc(C)c(C(=O)NNC(=O)c2cccnc2)c(C)c1,-6,17

# Ordered by the number under OX1R antag-2 (low to high): four from the list above.
canonical_smiles,OX1R antag-2
CN1C(=O)CCC(CCC(=O)O)(c2ccccc2O)C1=O (stereo unspecified),-5
Cc1ccc(NC(=O)C(C)SCc2ccccc2)cc1 (stereo unspecified),-3
CCOc1ccc(NC(=O)CC(c2ccccc2)c2ccc(F)cc2)cc1 (stereo unspecified),2
O=C(C1Cc2ccccc2CN1S(=O)(=O)c1ccc(F)cc1)N1CCCCC1 (stereo unspecified),5

# (continued)
SMILES,OX1R antag-1,OX1R antag-2
CC(NC(=O)Nc1cccnc1)(C(F)(F)F)C(F)(F)F,-3,8
Cn1c(NC(=O)c2ccccc2F)c(-c2cccs2)c(=O)c2ccccc21,-20,-5
CN(C)S(=O)(=O)c1cccc(NC(=O)COC(=O)c2ccc3ccccc3n2)c1,-40,8
O=C(NCc1ccc(F)cc1)c1ccc(CS(=O)(=O)c2ccc(Br)cc2)o1,-7,21
CCN(CC)C(=O)CN(c1cccc(Br)c1)S(C)(=O)=O,-1,4
COc1ccc(C)cc1NC(=O)COC(=O)c1c(C)noc1C,-8,4
CCNC(=O)c1ccc(C23CC4CC(CC(C4)C2)C3)o1,-23,9
Cc1ccc(OCCN(C)C)c([N+](=O)[O-])c1,-1,21
Clc1ccc(Cl)c2sc(N3CCOCC3)nc12,-3,19
Cc1cc(NC(=O)CSc2nnc(-c3ccccc3)o2)no1,-18,4
CCc1nc(Nc2ccc(O)cc2)c2oc3ccccc3c2n1,-24,17
CCCC(=O)Nc1cccn(Cc2ccccc2Br)c1=O,-26,20
Cc1cccc(C(=O)NCc2nnc(SCC(=O)NC(C)c3ccccc3)n2C)c1 (stereo unspecified),-13,11
N#Cc1ccc(-c2cccnc2)nc1SCc1ccc(Cl)cc1Cl,-23,18
C/C(=C\C(=O)O)C(=O)Nc1nccs1,-8,13
COc1ccc2sc(N(CCCN(C)C)C(=O)c3ccc(S(=O)(=O)N(C)C4CCCCC4)cc3)nc2c1,-24,10
Cc1ccc2oc(C(=O)N3CCC(N4CCSCC4)CC3)c(C)c2c1,-20,12
O=C(NCc1ccccc1)N1CCOCC1,-14,7
CC1(C)NC(=O)N(CC(=O)N2CCN(c3ccc([N+](=O)[O-])cc3)CC2)C1=O,-18,22
COC(=O)CN(c1cc(C(F)(F)F)ccc1Cl)S(C)(=O)=O,-6,4
CCOc1ccc(CN2CCN(Cc3ccsc3)C(CCO)C2)cc1CO (stereo unspecified),-11,25
CCOC(=O)c1c(C)[nH]c(C)c1C(=O)COC(=O)c1c(OC)cccc1OC,-29,13
CCc1c(C)nc2ncnn2c1N1CCCC(C(=O)NCc2ccco2)C1 (stereo unspecified),-31,4
Cc1cc(C)n(-c2ccc(NC(=O)C3CCN(Cc4cnc(C)s4)CC3)cc2)n1,-5,1
CN(C)S(=O)(=O)c1ccc(C(=O)NCc2nnc(SCC(=O)Nc3ccc(F)cc3)n2-c2ccc(F)cc2)cc1,-12,9
CC(=O)Nc1ccc(Cl)c(-c2nc3ncccc3o2)c1,-4,-4
Cc1ccccc1NC(=O)c1ocnc1C,-7,3
COc1ccc(NC(=O)c2ccccc2CC[N+](=O)[O-])cc1,-30,15
Oc1ccc(CN2CCCc3ccccc32)c2cccnc12,-20,15
COc1ccc2c(c1)CC/C(=C\C=C\c1ccccc1)C2=O,-19,14
Nc1nonc1C(=O)NCCNc1ncccc1[N+](=O)[O-],-6,54
CC(=O)c1sc(N/N=C/c2cccc(O)c2)nc1C,-21,30
N#C/C(=C\c1cccs1)c1nc2ccccc2[nH]1,-14,17
CC(C)c1nc(CNC(=O)C2CCC(=O)N(CCc3ccc(Cl)cc3)C2)no1 (stereo unspecified),-7,4
CCC(=O)Nc1ccc(NC(=O)CN2CCCC(C)C2)c(Cl)c1 (stereo unspecified),-11,13
Cc1ccc(S(=O)(=O)n2cc(-c3ccccc3)c(N)n2)cc1,-20,13

# Four of the compounds above, as tab-separated lines.
SMILES	OX1R antag-1	OX1R antag-2
COc1ccc2c(c1)CC/C(=C\C=C\c1ccccc1)C2=O	-19	14
Nc1nonc1C(=O)NCCNc1ncccc1[N+](=O)[O-]	-6	54
CC(=O)c1sc(N/N=C/c2cccc(O)c2)nc1C	-21	30
N#C/C(=C\c1cccs1)c1nc2ccccc2[nH]1	-14	17

# Remaining list, next part.
SMILES,OX1R antag-1,OX1R antag-2
CN(C)S(=O)(=O)c1cccc(NC(=O)c2ccncc2)c1,-16,7
COc1ccccc1CNC(=O)c1ccc(SC)cc1OC,-16,19
COc1ccccc1NC(=O)CSc1nnc(CCC(=O)Nc2ccccc2F)n1C,-13,18
O=C(Cn1cnc2c(nnn2-c2ccc(F)cc2)c1=O)N1CCCC1,16,1
O=C(NC1CCCCC1)C(c1ccccc1F)N(Cc1ccco1)C(=O)c1ccccn1 (stereo unspecified),-14,30
O=C(N[C@H]1C/C=C\C[C@@H](CC(=O)N(CCO)Cc2ccccc2)C(=O)N2CCC[C@H]2COC1=O)OCC1c2ccccc2-c2ccccc21,-14,3
C=CCN1C(=O)C2C(C(=O)NC3CCCC3)C3(C)C=CC2(O3)C1C(=O)NC1CCCC1 (stereo unspecified),-17,7
Oc1ccc2nnc3c(Br)cnn3c2c1,-13,6
Cc1nc(-c2ccc(S(=O)(=O)Nc3ccccc3C)cc2)co1,10,11
CCn1cc(/C=C(\NC(=O)c2ccccc2Cl)C(=O)NCCN2CCOCC2)c2ccccc21,-32,13
COc1ccc(NC(=O)c2cccnc2N2CCCCC2)cc1,-36,9
O=C(CN(C(=O)CNC(=O)c1ccco1)c1ccc2c(c1)OCO2)NC1CCCCC1,-13,32

# Gathered by group: those above with a cyano group (three)
SMILES,OX1R antag-1,OX1R antag-2
Cc1ccc(S(=O)(=O)CCC#N)cc1,-6,-1
N#Cc1ccc(-c2cccnc2)nc1SCc1ccc(Cl)cc1Cl,-23,18
N#C/C(=C\c1cccs1)c1nc2ccccc2[nH]1,-14,17

# Other compounds follow:
SMILES,OX1R antag-1,OX1R antag-2
O=C1C2C(C(=O)N1c1ccncc1)C1C=CC2C12CC2 (stereo unspecified),-4,8
Cc1cc(=O)n2[nH]c(SCc3ccccc3Cl)nc2n1,7,7
O=C(CCc1ccccc1)Nc1nnc(-c2cccs2)o1,-23,21
O=C(NNc1nc2c(F)cc(F)cc2s1)C1=COCCO1,-14,6
COc1cccc(NC(=O)C(=O)NCCC2CCCCN2S(=O)(=O)c2ccccc2)c1 (stereo unspecified),-7,35
COc1ccc(N(CC(=O)N2CCCCCC2)S(C)(=O)=O)cc1Cl,-12,18
N#C/C(=C1/CCCCCN1)c1nc2ccccc2s1,-16,34
